Assay outcomes deposited in PubChem BioAssay by The Scripps Research Institute Molecular Screening Center.
GPR7 antag – antagonists of human GPR7 (neuropeptides B/W receptor 1); P48145; GPR7-expressing cells, fluorescence antagonist assay; inhibition, % at 4.4 µM; 290,000 compounds, 1.1% hits; in the data active means inhibition above about 16%, passing the limit was not always enough;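 further: cells stimulated with the agonist NPW; 0% = agonist with vehicle and 100% = vehicle without agonist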
V1aR counter – V1a receptor agonism, counter-screen for OXTR agonists | 320,000 compounds, 0.25% hits | activation, % at 3 µM | CHO-V1R cells, Fluo-8 calcium fluorescence, agonist mode; 0% DMSO, 100% 3 nM vasopressin | P37288;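 active means activation above the mean activation of all tested compounds plus 3 SD, per screening run, cut at about 20% in these data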;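 further: signal is peak over basal fluorescence ratio across a 100 second FLIPR read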
Target sequence (P37288 whole entry, looked up): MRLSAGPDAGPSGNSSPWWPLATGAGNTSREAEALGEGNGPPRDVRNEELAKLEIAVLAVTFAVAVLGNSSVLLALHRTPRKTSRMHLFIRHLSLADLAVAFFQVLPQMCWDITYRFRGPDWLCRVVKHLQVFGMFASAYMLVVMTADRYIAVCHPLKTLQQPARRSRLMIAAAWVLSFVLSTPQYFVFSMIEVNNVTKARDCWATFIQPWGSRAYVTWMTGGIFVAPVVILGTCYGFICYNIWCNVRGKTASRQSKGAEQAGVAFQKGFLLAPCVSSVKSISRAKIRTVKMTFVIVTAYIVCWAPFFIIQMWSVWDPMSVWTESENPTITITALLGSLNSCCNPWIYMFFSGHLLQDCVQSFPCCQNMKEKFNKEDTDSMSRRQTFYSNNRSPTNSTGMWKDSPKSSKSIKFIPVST
OXTR potentiate – potentiators of human oxytocin receptor; P30559; CHO-OTR cells, Fluo-8 calcium fluorescence, potentiator mode; 0% = oxytocin EC15, 100% = EC100; activation, % at 3 µM; 320,000 compounds, 0.061% hits; AID 2445;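 active means activation above that plate's cutoff, the mean activation of tested compounds plus 3 SD, cut at about 6.6% in these data, passing the limit was not always enough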;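 further: 100% uses oxytocin at 75 nM as the full agonist control; some results filed as inactive read as strong as hits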
Target sequence (P30559 whole entry, looked up): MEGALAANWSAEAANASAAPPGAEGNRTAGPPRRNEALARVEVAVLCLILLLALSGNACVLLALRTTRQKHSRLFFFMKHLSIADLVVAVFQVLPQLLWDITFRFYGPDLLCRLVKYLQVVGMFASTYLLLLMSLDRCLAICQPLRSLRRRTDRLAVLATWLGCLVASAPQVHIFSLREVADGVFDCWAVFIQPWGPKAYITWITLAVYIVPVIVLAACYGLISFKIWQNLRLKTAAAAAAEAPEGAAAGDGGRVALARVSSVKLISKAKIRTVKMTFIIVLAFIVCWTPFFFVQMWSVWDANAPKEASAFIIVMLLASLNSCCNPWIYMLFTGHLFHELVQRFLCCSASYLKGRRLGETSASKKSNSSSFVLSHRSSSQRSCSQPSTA
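Replication – single well per compound, singlicate · Assay system – CHO cell line stably expressing human OTR · Timing – 6 min pre-incubation, 100 s read · Measure – normalized max/min fluorescence ratio, % activation · Doses – 3.0 µM, one dose · Detection – Fluo-8 calcium dye fluorescence · Probe or stimulus – oxytocin near EC15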
CHO-K1 Ca antag – nonselective inhibitor or artifact in parental CHO-K1 cells | ATP-induced calcium, Fluo-8 fluorescence | inhibition, % at 3 µM | 360,000 compounds, 0.6% hits | AID 602250;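 active means inhibition above a per-plate cutoff, the plate's mean sample inhibition plus 3 SD, cut at about 24% in these data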;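 further: 0% = DMSO plus EC80 ATP and 100% = DMSO alone without ATP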
M1 ag parental – counter-screen for M1 agonists: effect in parental CHO-K1 cells; 360,000 compounds, 0.48% hits; activation, % at 3 µM; Fluo-8 calcium fluorescence; scaled to maximal ATP response, vehicle zero; in the data active means activation above about 15%;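 further: untransfected CHO-K1 host cells lacking M1 receptor as counterscreen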
TAAR1 antag – human TAAR1 antagonism. 360,000 compounds, 1.5% hits. inhibition, % at 3 µM. CHO RD-HGA16 TAAR1, Fluo-8 calcium fluorescence, antagonist. Q96RJ0. AID 624466;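 active means inhibition above a per-plate cutoff, the mean inhibition of test compounds on that plate plus 3 SD, cut at about 49% in these data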;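 further: 0% = DMSO plus EC80 beta-PEA response and 100% = DMSO alone without agonist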
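Test system: hTAAR1-expressing CHO RD-HGA16 cells, Gα16-coupled; Probe or stimulus: EC80 β-phenethylamine stimulus; Compound dosing: single nominal final test compound concentration of 3 µM; Timing: 140 s kinetic read after compound, 140 s after agonist; Signal: Fluo-8 calcium-sensitive fluorescence; Measure: % inhibition of agonist calcium response; Controls: DMSO and EC80 PEA controls.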
OXTR ag – activates the human oxytocin receptor; activation, % at 3 µM; 320,000 compounds, 0.32% hits; CHO-OTR cells, Fluo-8 calcium fluorescence; normalized: DMSO 0%, oxytocin 100%;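 active means activation above the mean of all tested compounds plus 3 SD, cutoff set per screening run, cut at about 20% in these data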;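 further: peak over basal fluorescence ratio from a 100 s FLIPR kinetic read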
M1 PAM parental – counter-screen for M1 PAMs: effect in parental CHO-K1 cells | ATP EC20, Fluo-8 calcium fluorescence; 0% at ATP EC20, 100% at ATP max | activation, % at 3 µM | 360,000 compounds, 0.02% hits;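 active means activation above the run cutoff, the mean activation of all test compounds plus 3 SD, cut at about 40% in these data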;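 further: peak over basal fluorescence ratio in a 140 s read after ATP addition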
CHO parental Ca – signal in parental CHO cells, OX1R antagonist counter-screen | parental CHO-K1, ATP-induced calcium, Fluo-8 fluorescence | inhibition, % at 5.6 µM | 330,000 compounds, 0.63% hits;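 active means inhibition above that plate's mean sample inhibition plus 3 SD, cut at about 26% in these data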;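 further: 0% = ATP-challenged DMSO wells and 100% = DMSO wells without ATP; some compounds past the cut are filed as inactive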
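Test system: parental CHO cells; detection: calcium-sensitive Fluo-8 fluorescence; evaluation: percent inhibition of calcium signal; also added: ATP as calcium-mobilizing challenge; repeats: one well per compound; control set: ATP-challenged DMSO wells low, unchallenged DMSO wells high; compound: single nominal dose of 5.6 µM per compound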
An asterisk follows results filed as active; x = no result given.

SMILES	GPR7 antag	V1aR counter	OXTR potentiate	CHO-K1 Ca antag	M1 ag parental	TAAR1 antag	OXTR ag	M1 PAM parental	CHO parental Ca
O=C(O)C1C2C=CC(C2)C1C(=O)OCC1CCCO1 (stereo unspecified)	-6	-0.2	1	-4	0.0	-1	-0.5	-1	11
Cc1ccc(-n2nc3c(c2NC(=O)c2ccco2)CS(=O)(=O)C3)cc1C	-2	-0.3	-2	-13	0.8	-23	-0.1	19	2
CC1(C(=O)NS(=O)(=O)c2ccc(Cl)s2)CCN1C(=O)C1(c2ccccc2)CCCC1 (stereo unspecified)	x	x	x	12	0.6	-7	x	-10	x
C=CCNC(=S)N1CCC(C(=O)c2ccc(OC)cc2)CC1	10	2.5	-4	-14	3.2	0	1.1	5	-9
CCOc1ccc(C(=O)NC(=S)NC2CCCC2)cc1[N+](=O)[O-]	-3	2.5	-9	1	5.2	23	-0.9	19	-12
COc1cccc(-c2nc(CS(=O)(=O)CC(=O)Nc3cc(OC)ccc3OC)c(C)o2)c1	0	4.9	-8	0	1.0	-13	1.4	9	-17
O=C(NNC(=S)NC(=O)c1cccnc1)c1ccc(F)cc1	-8	-0.5	-5	5	-0.7	-13	-1.1	-11	1
CC[C@H](C)[C@@H](CN[C@H](C)CNC)NCCC(c1ccccc1)c1ccccc1	12	1.0	-5	-13	0.3	-4	4.1	1	-18
CCOC(=O)c1[nH]c(C)c(C(=O)NCc2ccccn2)c1C	-7	0.7	-5	-2	0.7	3	0.7	14	-3
CC(=O)Nc1ccc(NC(=O)C(C)Oc2ccccc2F)cc1 (stereo unspecified)	-14	1.2	-5	24*	-0.3	-2	-0.4	-5	-9
CCSc1nnc(NC(=O)c2cc(C)nc3ccccc23)s1	2	0.5	0	-3	0.3	-1	0.8	9	-26
CC(=O)c1cccc(-c2cnc3c(NC=O)cc(-c4ccc(N5CCN(C)CC5)cc4)cn23)c1	x	x	x	2	0.3	-7	x	8	x
CNC(=O)/C(C#N)=C\c1cc(C)n(-c2ccc(N3CCOCC3)cc2)c1C	-6	-0.1	-9	31*	3.2	6	1.4	-15	5
Cc1ccccc1-c1cc2nc(NCCN3CCNC3=O)n(C)c(=O)c2s1	x	x	x	-9	0.8	-24	x	7	x
CCN1CCN(C(c2ccccc2)c2nnnn2CCc2ccc(OC)c(OC)c2)CC1 (stereo unspecified)	-8	-1.0	-1	-9	2.7	-12	-0.5	19	-14
Cc1cc(Br)ccc1NC(=O)CN(C)C(=O)Cn1c(=O)cnc2ccccc21	-16	0.2	-3	1	-0.3	-7	-0.1	-21	-9
CN(C)S(=O)(=O)c1ccc2c(c1)nc(CCC(=O)O)n2C	3	x	x	4	-0.1	14	x	5	x
COc1ccc(CC(=O)Nc2nnc(C)s2)cc1	-1	0.8	-6	-19	0.3	-14	0.0	16	-6
O=C(Nc1ccccc1Cl)c1ccc(S(=O)(=O)N2CCOCC2)cc1	-7	0.8	-8	4	-0.2	2	2.0	-4	5
Cn1c(=Nc2ccccc2)sc2ccccc21	4	-1.1	1	-8	-0.2	14	-1.5	6	-16
O=C1NC(=O)/C(=C\c2ccc(N3CCOCC3)o2)N1	5	1.8	-14	3	0.0	8	0.6	13	4
CCn1cc(CN2CCC(n3nccc3NC(=O)CCCc3ccccc3)CC2)cn1	-18	0.3	-3	-5	0.6	-8	0.1	13	-3
Cc1cc(C)nc(NC(=O)Cc2ccc(Cl)cc2)c1	-13	-1.3	-3	4	2.8	2	-2.2	12	-10
Cc1c(C=O)c(=O)n(-c2ccccc2)n1-c1ccccc1	20*	1.1	-7	-5	0.1	1	0.5	11	4
CC1CCCN(Cc2c(C(=O)N3CCc4ccccc4C3)nc3ccc(Cl)cn23)C1 (stereo unspecified)	-6	-1.9	-8	-1	0.8	-23	-2.5	10	-18
CCOc1ccc(NS(=O)(=O)c2ccc3[nH]cc(C(=O)NCC4CCCO4)c(=O)c3c2)cc1 (stereo unspecified)	-18	-0.4	-2	-1	0.1	8	-0.2	7	-7
Cc1ccc(C(=O)N2CCN(c3ccc(NC(=O)CSc4ccc(Cl)cc4)cc3)CC2)cc1	4	1.7	-8	15	5.5	33	0.6	8	5
CCc1ccc(C(=O)COC(=O)c2ccc(Cl)nc2)cc1	-10	-0.8	-5	-15	0.9	9	-1.4	7	-10
O=c1c2nccnc2[nH]c(=S)n1Cc1ccccc1	-12	0.1	-5	9	-0.4	3	-0.9	-22	-7
CCN(CC)C(=O)c1cc2c(=O)n3cccc(C)c3nc2n1C	-11	0.2	-10	-1	5.8	10	-0.7	12	-9
CC(C)C[C@H](NC(=O)N1CCn2c1nc1ccccc12)C(=O)NCc1ccc2c(c1)OCO2	-13	5.2	-7	-21	1.5	-24	-1.5	8	-39
O=C(NCCOc1ccccc1Cl)C(=O)Nc1ccccc1	1	0.8	-6	-10	0.1	-18	-1.1	12	-5
CCCC(=O)Nc1ccc(NC(=S)NC(=O)c2ccccc2[N+](=O)[O-])cc1	12	1.7	-4	0	0.6	7	2.5	20	-4
Cn1c(CO)cnc1SCc1ccc(F)cc1	1	0.0	4	-2	0.1	9	0.6	17	-10
Cc1nnc(NC(=O)c2cc3n(n2)C(C(F)(F)F)CC(C2CC2)N3)s1 (stereo unspecified)	0	-0.1	-15	-4	0.3	-13	-0.1	12	-1
C[C@H](c1ccccc1)N1C[C@H](COCc2ccccc2)Oc2cc(N3CC[C@H](O)C3)ccc2S1(=O)=O	x	x	x	-12	1.7	14	x	3	x
c1ccc(C[C@H]2CNCCN2CCCCC2CCCCC2)cc1	x	1.8	-7	-5	1.9	21	8.5	18	-2
COc1cc(/C=C/c2nc3ccccc3c(=O)[nH]2)ccc1OC(F)F	2	-0.1	-8	1	6.3	4	-1.2	-7	2
COc1cccc(N2CCN(C(=O)CSc3ccc(F)cc3)CC2)c1	2	0.7	-3	7	0.6	-4	1.2	-7	-21
COCCCNC(=O)C(=O)C1C(=O)Nc2ccccc21 (stereo unspecified)	-10	-0.3	-11	-3	-0.6	-20	-0.3	12	0
CN(C)C(=O)c1noc2cc([N+](=O)[O-])ccc12	-3	0.2	4	-9	0.2	5	0.9	8	2
C[C@@H]1CN([C@H](C)CO)C(=O)c2c(c3ccccc3n2C)-c2ccccc2CO[C@@H]1CN(C)C(=O)Nc1ccc2c(c1)OCO2	x	x	x	-19	1.1	-34	x	26	x
Cn1c(C(=O)NCCC2=CCCCC2)cc2c(=O)n3ccccc3nc21	-12	-0.3	-9	2	0.2	-10	-0.6	-4	-7
CCOc1ccc(S(=O)(=O)NCC(=O)N(C)Cc2cccnc2)cc1	-12	0.9	-7	0	0.4	11	-1.1	10	-6
Cc1ccc(C)c(S(=O)(=O)N2CCCN(C)CC2)c1	3	-0.3	-3	-12	0.7	0	0.8	23	0

Among those listed so far, these contain two or more sulfur atoms:
SMILES	GPR7 antag	V1aR counter	OXTR potentiate	CHO-K1 Ca antag	M1 ag parental	TAAR1 antag	OXTR ag	M1 PAM parental	CHO parental Ca
CC1(C(=O)NS(=O)(=O)c2ccc(Cl)s2)CCN1C(=O)C1(c2ccccc2)CCCC1 (stereo unspecified)	x	x	x	12	0.6	-7	x	-10	x
CCSc1nnc(NC(=O)c2cc(C)nc3ccccc23)s1	2	0.5	0	-3	0.3	-1	0.8	9	-26

Other entries follow:
SMILES	GPR7 antag	V1aR counter	OXTR potentiate	CHO-K1 Ca antag	M1 ag parental	TAAR1 antag	OXTR ag	M1 PAM parental	CHO parental Ca
COc1ccc(CCNC(=O)Nc2nnc([C@H]3C[C@H](O)[C@@H](CO)O3)s2)cc1OC	x	x	x	-8	0.3	7	x	15	x
CCCc1nc2ccc(C(=O)OC)cn2c1Cc1ccccc1C(F)(F)F	x	x	x	-1	0.0	-30	x	-6	x
COc1cc(C(=O)N2CCN(C(=O)COc3ccc4ccccc4c3)CC2)cc(OC)c1OC	-4	1.1	2	0	1.3	2	1.5	18	-34
CSC(=S)NCc1cccnc1	3	0.7	-1	-3	-0.7	2	0.4	14	-7
Cc1ccc(C)c(N2CCN(C(=O)C3CCN(S(=O)(=O)c4c(C)noc4C)CC3)CC2)c1	32*	7.6	-8	5	11	-7	7.1	-13	22
COc1ccc(S(=O)(=O)N2CCCCCC2)cc1C(=O)N(C)Cc1cccs1	x	1.9	-7	-10	1.6	10	-0.6	1	-7
Nc1nnn(CC(=O)N/N=C/C=C/c2ccccc2)n1	-7	-0.3	4	-8	-0.5	-22	0.5	5	-6
CCCc1ccc(OCc2ccc(C(=O)N/N=C/c3cccc([N+](=O)[O-])c3)o2)c(OC)c1	4	-0.5	-8	2	-0.2	-7	-0.8	6	2
Cc1cccc(C(=O)N2CCC(=O)N(C(COCc3ccccc3)Cc3ccccc3)CC2)c1 (stereo unspecified)	-1	-0.7	3	-5	0.7	16	-2.9	12	-31
COc1nc(Nc2ccc3c(c2)OCO3)nc(OC)n1	x	-2.2	1	-9	-0.6	8	-1.1	23	-19
Cc1ccccc1NC(=O)c1ccc(C)c(S(=O)(=O)N2CCN(C)CC2)c1	-5	x	x	-3	0.3	-1	x	-6	x
COc1ccc(Cc2c3cc(OC)c(OC)cc3cc[n+]2C)cc1OC	x	0.5	3	0	0.2	x	0.6	23	-9
O=C(COc1ccc2cc(Br)ccc2c1)N1CCCC1	-19	0.7	-8	-2	0.9	-3	-1.3	2	-15
CCN(C(=O)CSc1nc(C)nc2sc(C)c(C)c12)C1CCS(=O)(=O)C1 (stereo unspecified)	x	2.2	-3	1	0.7	-14	2.5	7	-15
CCOc1ccc(C(C)=O)cc1CN1C(=O)C(=O)N(CC)C1=O	-20	-0.7	7	-7	0.3	18	0.7	1	-14
Cc1cc(C)n2ncc(C(=O)O)c2n1	4	1.1	-3	-15	0.9	-34	0.7	3	-5
CCSc1nnc(NC(=O)CSc2nc3c(c(=O)n2-c2ccccc2OC)SCC3)s1	-8	5.7	-1	-30	2.8	6	1.9	6	-13
O=c1[nH]c(CN2CCN(c3ccc(O)cc3)CC2)nc2scc(-c3ccc(Cl)cc3)c12	-1	0.7	-25	-1	0.5	-13	0.8	4	16
CCNC(=S)NNC(=O)CCc1nc2cc(Cl)ccc2n(Cc2ccccc2)c1=O	-2	-0.1	-6	11	-0.4	-11	0.2	-16	-24
CN(C)c1ccc(/C=C2\SC(=S)N(Nc3ncc(C(F)(F)F)cc3Cl)C2=O)cc1	8	92*	-5	39*	21*	87*	72*	6	76*
O=C(CSc1ncn[nH]1)NCCCc1ccccc1	-6	0.7	-2	-4	0.0	-11	-0.3	9	-5
